HCT116 PTEN-null – PTEN-deleted cell growth suppression; viability, % at 10 µM; HCT116 PTEN-null viability, CellTiter-Glo, 60 h; active compounds read low; 140,000 compounds, 1.2% hits; AID 827;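 active = viability at or below a set limit, 4 SD under the median of all tested compounds, cut at about 3.7% in these data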;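 also: PTEN knockout HCT116 line with beta catenin targeted HCT116 as companion control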
Yeast growth inh – chemicals that inhibit yeast BB579 growth in restrictive medium (lifespan-shortening candidates); S. cerevisiae BB579 growth, OD615, 48 h; inhibition, % at 10 µM; 140,000 compounds, 0.51% hits; AID 804;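 active = inhibition above a set limit, 3 SD over the mean compound inhibition, cut at about 44% in these data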; also: inactives centre near -24
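Material: Saccharomyces cerevisiae DeaD strain BB579, replicative lifespan model yeast; buffer or medium: CSMM-D restrictive synthetic medium containing dextrose (glucose); compound: 10 µM single dose, DMSO 0.25%; timing: 48 h compound exposure at 30 °C after 4 h preincubation; signal: turbidity as optical density at 615 nm; benchmarks: positive control amphotericin B 10 µg/mL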
Measles CPE – protection of cells from measles virus; protection (pct of control), % at 4 µM; AID 841; 140,000 compounds, 1.5% hits; Measles virus-infected cells, CPE protection, absorbance; in the data active = protection mostly above about 24%, no sharp cut-off; inactive = mostly below about 26%; also: some compounds called inactive have numbers as strong as hits
MRP1 act – activates MRP-1; viability increase, % at 10 µM; 140,000 compounds, 0.61% hits; H69AR cells + doxorubicin, viability rescue, CellTiter-Glo; AID 799;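 active = viability gain under doxorubicin at or above a set limit, the compound median plus 3 SD, cut at about 4.7% in these data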;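 also: MRP-1 overexpressing cells given doxorubicin 25 µM after compound pretreatment; 18-22 h compound pretreatment then 72 h with doxorubicin before readout; 0% = doxorubicin-only wells and 100% = vehicle-treated cells without doxorubicin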
NPY-Y2 antag – NPY-Y2 (human) receptor antagonism; NPY-Y2 expressing cells, antagonist mode; inhibition, % at 2.7 µM; 140,000 compounds, 0.99% hits; in the data active = inhibition above about 17%;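 also: 0% = vehicle with agonist challenge and 100% = reference antagonist with challenge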
GALR2 antag – blocks the human galanin receptor 2; O43603; GALR2-expressing cells, antagonist mode; inhibition, % at 4 µM; 140,000 compounds, 0.39% hits; in the data active = inhibition above about 27%;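 also: cells stimulated with galanin 1-16 at roughly its EC80; 0% = agonist challenge control and 100% = basal control without agonist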
Yeast lifespan up – yeast lifespan extension | S. cerevisiae growth with nicotinamide, OD615; deaD strain in restrictive glucose medium | inhibition of the nicotinamide effect, % at 10 µM | 130,000 compounds, 0.68% hits | AID 775;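 active = inhibition above a set limit, placed 3 SD over the median of all compounds, cut at about 26% in these data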;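 also: 0% = nicotinamide-treated wells and 100% = cells grown without nicotinamide; some compounds called inactive have numbers as strong as hits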
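assay system = DeaD-strain S. cerevisiae | measured by = absorbance at 615 nm | probe or stimulus = nicotinamide 1.5 mM | buffer or medium = CSMM-D glucose medium, restrictive | times = 48 h at 30 °C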
HCT116 bCat-KO – beta-catenin-lacking colon tumor cell growth suppression; HCT116 beta-catenin knockout viability, CellTiter-Glo, 60 h; active compounds read low; viability, % at 10 µM; 140,000 compounds, 1.5% hits; AID 818;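 active = viability at or under a set limit, the compound median less 4 SD, cut at about 6% in these data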;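 also: 0% = Hyamine 1622 control at 20 µM and 100% = untreated cell control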
E-sel TNF inh – blocks E-selectin expression induced by TNF alpha; HUVEC TNFa-induced E-selectin immunofluorescence, high content; inhibition, % at 2 µM; 120,000 compounds, 0.71% hits;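 active = inhibition above the batch mean plus 3 SD, and confirmed as a hit on visual image review, cut at about 43% in these data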;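 also: 0% = TNF-stimulated DMSO wells and 100% = unstimulated control wells; not every result past the cut was called active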
Phagocytosis inh – inhibitors of macrophage phagocytosis. J774A.1 macrophage IgG-bead phagocytosis, imaging. inhibition, % at 5 µM. 110,000 compounds, 0.07% hits;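 active = inhibition above the mean of the plate negative controls plus 5 SD, cut at about 13% in these data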;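 also: phagocytic index as fraction of beads internalized from green versus red external bead signal; plate controls were DMSO negative control for no effect and cytochalasin-D positive control for full effect; some results beyond the cut were filed as inactive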
Active calls of the source: *; · = not tested or not shown; & = joins results of further samples.

compound	HCT116 PTEN-null	Yeast growth inh	Measles CPE	MRP1 act	NPY-Y2 antag	GALR2 antag	Yeast lifespan up	HCT116 bCat-KO	E-sel TNF inh	Phagocytosis inh
Cc1nc2c(-c3ccccc3)c(C)nn2c(C)c1CC(=O)O	101	6	7	-1.0	-1	4	-6	94	6	-2
O=C1c2ccccc2C(=O)N1CCSc1nncs1	92	-18	19	0.3	2	11	-5	96	·	-2
CCc1nnc(NC(=O)CSc2nnc(-c3ccccc3OC)n2-c2ccccc2)s1	90	-33	4	-2.7	0	6	-2	91	-14	·
O=C(CSCCO)Nc1cccc2ccccc12	80	27	16	0.7	-3	12	-8	95	20	0
CC(C)OC(=O)CC(=O)CSc1nc2c(cc1C#N)CCCC2	56	-27	21	-1.5	4	2	-7	62	-1	-1
Oc1ccccc1Oc1ncc(Br)c(N2CCOCC2)n1	96	-30	6	-2.1	-1	5	10	99	·	-2
CNC(=S)N(Cc1ccc(OC)cc1)C1CC(=O)N(c2ccc(Cl)cc2)C1=O (configuration not stated)	81	11	8	-2.8	-2	-11	-8	95	16	·
COc1ccc2c(c1OC)C(=O)N1N=C(c3ccccc3)CC21 (configuration not stated)	85	4	3	-0.4	5	-2	-17	103	37	0
CCc1nc(NCC2CCCN2CC)c2nnn(Cc3ccccc3F)c2n1 (configuration not stated)	55	-13	6	-3.9	3	8	-23	57	-45	0
O=C(O)COc1ccccc1C1C2C(=O)N(c3ccc(F)cc3)C(=O)C2ON1c1ccccc1 (configuration not stated)	92	-21	5	-2.8	-2	6	-8	90	-2	-1
CC(=O)N(CCP(=O)(c1ccccc1)c1ccccc1)Cc1ccco1	88	-23	5	-1.4	4	-1	-5	98	-11	0
Cc1ccc(S(=O)(=O)N2CCC(C(=O)NC3CCCCCC3)CC2)cc1	105	-19	12	-0.1	4	-4	0	112	·	0
CC(=O)Nc1cc(C(=O)N2CCOCC2)ccc1S(=O)(=O)c1ccc(C)cc1	102	-26	3	-0.9	-1	7	-9	91	·	·
COc1ccc(C(=O)NCCNC(=O)c2cc(OCC(F)(F)F)ccc2OCC(F)(F)F)cc1	93	-39	9	-1.6	7	-8	-11	92	8	-2
O=C(NCc1ccco1)c1cc(C(=O)C2CC2)c[nH]1	95	-60	30	-2.6	-1	9	-5	100	-11	·
Cc1ccnc2ccc(-c3nc4ccccc4o3)cc12	64	30	10	-4.8	3	-6	-32	58	·	0
CCOC(=O)c1ccc(NC(=O)Nc2ccc3c4c(cccc24)C(=O)N3CC)cc1	34	-31	5	-1.3	-3	-5	3	36	·	·
CCCN(CCC)C(=O)c1ccccc1C(=O)N(CCC)CCC	90	-32	8	0.7	1	9	·	86	4	·
COC(=O)C1=C(C)N(C)C(C)=C(C(=O)OC)C1c1ccc(F)c(Br)c1	56	-24	18	-1.7	9	16	-5	60	-9	0
COc1cc(C(=O)Nc2ccc(-n3cnnn3)c(C)c2)cc(OC)c1OC	109	-38	9	-0.9	3	5	-15	112	-5	-2
O=C(CCSCCc1ccccn1)Nc1ccccn1	108	-2	16	-0.4	2	0	-5	99	·	0
CCOC(=O)N1CCN(C(=O)CN(c2cccc(OC)c2)S(C)(=O)=O)CC1	96	-12	21	-0.6	5	-7	-8	103	9	0
CCCC(=O)Nc1ccc2oc(-c3ccc(OC)c(Br)c3)nc2c1	93	-40	14	-2.5	1	1	-9	94	·	3
COc1ccc(NC2=C(Cl)C(=O)N(CCc3ccccc3)C2=O)cc1	91	8	12	-3.3	4	25	1	83	·	-8
CN(C)S(=O)(=O)c1cccc(C(=O)OCC(=O)N2c3ccccc3NC(=O)C2(C)C)c1	86	-27	12	-0.6	0	10	-6	90	0	0
CCSc1ncc(/C=N/Nc2ccc(F)cc2)n1C	76	9	4	0.0	7	0	-14	76	·	·
c1ccc2c(c1)OCC(CNc1ncnc3sccc13)O2 (configuration not stated)	18	-36	16	0.4	3	42*	-9	16	-4	-5
O=C(NNC(=O)c1ccccc1-n1cccc1)c1ccccc1	90	-4	12	-0.7	0	-4	1	79	-12	·
O=C(Nc1ccc(F)cc1)c1oc2ccccc2c1NC(=O)C1CCCC1	80	-32	4	2.5	15	5	2	94	-6	·
NC(=O)c1ccsc1NC(=O)c1ccc(S(=O)(=O)N2CCCc3ccccc32)cc1	6	-22	14	1.1	-4	2	-2	13	5	·
COC(=O)c1c(NC(=O)COC(=O)[C@@H](NS(=O)(=O)c2ccc(C)cc2)C(C)C)sc2c1CCC2	81	-50	6	-0.6	5	-7	3	85	7	7
COC(=O)c1ccc(OCC(=O)c2cccc(OC)c2)cc1	93	-40	10	-0.5	3	2	-3	97	·	1
CN(CC(=O)NC1CCCCC1)S(=O)(=O)c1ccc(Cl)cc1	108	-48	11	0.3	2	17	-10	106	28	0
O=C(O)CCSCc1ccccc1F	101	-1	9	0.6	5	0	-2	101	-29	-2
CCCOc1ccc(C(=O)N2CCN(c3ccc(NC(=O)CC)cc3Cl)CC2)cc1	61	-14	3	-4.4	0	3	-17	58	-17	3
CC(=O)N1CCC(=O)N(C(C)C)c2ccccc21	101	-50	14	-1.4	7	-11	0	102	·	·
Cc1cccc(OCC(=O)NC(Cc2ccccc2)C(=O)O)c1 (configuration not stated)	97	-27	7	-1.7	4	-6	-1	96	·	1
CCOC(=O)C(CC)Sc1ncnc2nc[nH]c12 (configuration not stated)	94	-40	22	-2.6	-1	-4	-3	96	6	·
Cc1ccc(S(=O)(=O)Cn2nnnc2C(c2ccccn2)N2CCN(c3ccccc3)CC2)cc1 (configuration not stated)	79	-40	2	0.3	1	-2	-11	88	-27	0
COc1c(Cl)cnn(-c2ccc(C)cc2)c1=O	1.1*	-20	4	-3.5	11	-1	-9	1.2*	22	1
O=C1CCC/C(=N\NC(=O)c2ccc(COc3cccc4cccnc34)cc2)C1	95	-38	4	-1.8	2	1	-4	92	·	-1
COc1ccc(NC(=S)NCc2ccco2)cc1	89	-48	8	-1.1	-1	5	-1	98	-22	-2
COc1ccc(C(=O)CSc2nnc(CN3CCCCC3)n2-c2ccc(F)cc2)cc1	82	-12	16	-2.4	4	-1	6	82	·	-8
O=C(Nc1cnc2ccccn2c1=O)c1ccc(F)cc1	96	-9	29	-0.8	0	-11	-25	98	4	0
CC(C)c1cc(C(=O)NCc2ccco2)no1	67	-22	8	-3.8	1	2	3	66	·	0
CCC(=O)NCCc1nc2cc(NC(=O)c3ccc(OC)cc3)ccc2n1C	93	-22	3	-2.7	-1	-11	-4	84	12	-2
COc1ccc(C2NC(=O)NC(C)=C2C(C)=O)cc1 (configuration not stated)	97	-24	4	-0.8	3	-9	·	92	-17	·
Cc1ccccc1-c1nc(CS(=O)(=O)CC(=O)N(C)C2CCCCC2)c(C)o1	72	-31	3	0.1	5	10	-7	71	·	0
N#C/C(=C\c1cccc(Cl)c1)c1n[nH]c(Cn2cncn2)n1	88	-27	2	-1.7	6	-6	-12	82	·	1
O=C(c1ccccc1)N1CCCCCC1	96	-19	2	-0.5	2	4	6	97	17	-3

(continued)
compound	HCT116 PTEN-null	Yeast growth inh	Measles CPE	MRP1 act	NPY-Y2 antag	GALR2 antag	Yeast lifespan up	HCT116 bCat-KO	E-sel TNF inh	Phagocytosis inh
Cc1ccc(N=Cc2c(C)[nH]n(-c3nc4ccccc4[nH]3)c2=O)cc1	12	1	13	-5.4	6	7	3	14	·	-3
CCOC(=O)C1CCCN(c2c(NCc3ccco3)c(=O)c2=O)C1 (configuration not stated)	100	8	6	-1.4	3	4	-8	102	10	-1
O=C(c1ccco1)N1CCN(CC2CC3C=CC2C3)CC1 (configuration not stated)	109	-9	13	-0.7	3	9	-7	107	0	·
Fc1ccc(NC(=S)NN2CCOCC2)cc1Cl	94	-29	7	0.7	1	9	1	98	·	-2
Cc1ccnc(N(C(=O)c2cccs2)C(=O)c2cccs2)c1	98	-54	11	-0.3	6	2	-16	92	12	0
CCCNC(=O)CS(=O)Cc1nc(-c2ccc(OC)cc2)oc1C (configuration not stated)	90	-30	18	-2.9	4	6	-3	90	·	0
N/C(CC(=O)Nc1cccc(C(F)(F)F)c1)=N/O	82	-27	6	-1.0	1	8	-3	96	·	-1
CCOC(=O)CN1C(c2ccccc2O)Nc2ccc(Br)cc2C1c1ccccc1 (configuration not stated)	83	-1	16	-2.5	6	-7	2	73	·	-3
Cc1ccc(C(=O)N2CCC(C(=O)NCc3cccnc3)CC2)cc1	96	-15	5	-2.2	3	0	·	87	2	·
CCc1nc(NCCCn2ccnc2)c2oc3ccccc3c2n1	92	-10	1	-3.9	2	4	-2	90	-3	0
O=C(COC(=O)COc1ccccc1)NC1CCCc2ccccc21 (configuration not stated)	93	-22	8	0.7	1	-15	-2	87	-8	-6
CCOC(=O)/C(C#N)=C1\Nc2ccccc2N=C1N(CC(C)C)CC(C)C	82	-99	14	-0.5	1	-8	12	93	12	0
CCOc1ccccc1Nc1nc(N)nc(CN(C)C2CCCCC2)n1	89	-20	3	-3.6	3	-9	-5	88	-16	3
Cc1ccc(-c2csc(NC(=O)c3cccs3)n2)cc1	84	-75	3	0.8	0	-1	-13	96	3	·
CSc1c(CC(=O)Nc2ccccc2Cl)n(Cc2ccccc2)c2ccccc12	54	-18	4	-0.5	0	-1	-3	56	-20	2
COC(=O)c1c(NS(=O)(=O)c2ccc3ccccc3c2)sc2c1CCCC2	91&88	-1	3	-0.7	4	-1	-8	92	25	0
COc1cc(/C=C/C(=O)OCC(=O)Nc2cc(C(F)(F)F)ccc2N2CCOCC2)ccc1O	83	-29	15	-2.7	4	9	-2	80	·	-8
CCN(CC)S(=O)(=O)c1cccc(C(=O)Nc2nc3cc4c(cc3s2)OCCO4)c1	54	-55	9	-5.9	3	11	·	39	-9	0
CCOC(=O)c1cnc2ccc(Cl)cc2c1Nc1ccc(S(=O)(=O)Nc2ncccn2)cc1	93	1	10	-2.6	1	7	-3	94	·	2
CCOc1ccc(-c2c(C)n([O-])c3c([n+]2=O)CCCC3)cc1	97	-30	16	-0.3	9	-6	-6	91	-46	·
O=C(CNC(=O)c1ccc(Cl)cc1)OCc1nc2ccccc2s1	92	1	15	-0.9	2	0	-7	92	·	-7
COc1ccc(C)cc1S(=O)(=O)N(CC(=O)NCc1ccc(Cl)cc1)Cc1ccccc1	69	-56	18	-0.3	4	-7	15	65	9	-1
Cn1cnc([N+](=O)[O-])c1Sc1ccc(Br)cc1	53	-29	18	-4.6	-1	5	-3	60	-7	-2
Cn1c(=O)n(Cc2ccccc2F)c2ccccc21	86	11	12	-2.5	6	6	-5	91	-28	-1
CCN(CC)c1ccc2cc(C(=O)NNC(=O)c3ccc(S(=O)(=O)N4CCCCC4)cc3)c(=O)oc2c1	64	1	23	-2.1	1	-12	-1	54	-21	-4
Cn1c(N)c(C(=O)COC(=O)c2ccnc3ccccc23)c(=O)n(C)c1=O	92	-35	6	-3.5	2	2	2	94	-11	·

Source: PubChem BioAssay (several laboratories)

Rows were taken by chance. Share with any hit: about 6.1%.
